Rtt109 HAT inh: inhibitors of C. albicans Rtt109/Vps75 HAT, primary screen, biochemical, ThioGlo CoA-SH fluorescence, plate reader; AID 540336, 2011; purified Rtt109/Vps75, 4 h; 330,000 compounds, 0.16% hits; inhibition, % at 34.9 µM;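 active = inhibition of at least 50% in every replicate; inconclusive = best replicate reaches 50% inhibition but some replicates fall short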
Target sequence (Q5AAJ8 whole entry, looked up): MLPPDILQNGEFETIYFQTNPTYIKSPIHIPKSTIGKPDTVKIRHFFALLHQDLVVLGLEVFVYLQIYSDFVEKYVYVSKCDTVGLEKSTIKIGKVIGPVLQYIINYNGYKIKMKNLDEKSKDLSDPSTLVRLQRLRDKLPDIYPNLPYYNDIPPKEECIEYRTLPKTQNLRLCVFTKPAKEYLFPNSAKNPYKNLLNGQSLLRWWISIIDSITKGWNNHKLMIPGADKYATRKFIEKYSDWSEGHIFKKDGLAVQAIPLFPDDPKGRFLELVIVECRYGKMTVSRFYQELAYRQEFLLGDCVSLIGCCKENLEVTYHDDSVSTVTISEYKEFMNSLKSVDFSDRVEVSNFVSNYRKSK
MITF act: activators of MITF-driven TRPM1 promoter reporter, primary screen, cell-based, SK-MEL-5, luciferase, single point | SK-MEL-5 TRPM1-promoter luciferase, 24 h; % of positive control, neutral wells = 0 | activation, % at 12.5 µM | 300,000 compounds, 0.75% hits | AID 588334, 2011;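 active = mean activation of at least 80% with every replicate also reaching 80%; inconclusive = mean reaches 80% but some replicate falls short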;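 also: 0% = neutral control wells and 100% = parthenolide positive control wells; values of inactives mirror those of a sister screen read the other way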
SR-BI DiI-HDL act: activators of SR-BI mediated DiI-HDL uptake, primary screen, ldlA[mSR-BI] CHO cells, DiI fluorescence | 320,000 compounds, 0.096% hits | AID 504775, 2011 | activation, % at 12.5 µM | 3 h; 100 = double the neutral-control signal;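 active = mean replicate activation of at least 60% and every replicate at or above 60%; inconclusive = mean or all-replicate condition met, but not both; inactive = mean below 60% and not all replicates reaching 60%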;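 also: 0% = median plate neutral-control signal and 100% = twice that signal; values of inactives mirror those of a sister screen read the other way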
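System: CHO ldlA[mSR-BI] cells / Medium: HEPES-buffered (25 mM, pH 7.4) F12 plus 0.5% BSA / Probe or stimulus: labelled HDL, 10 µg/mL / Doses: single compound concentration, delivered by pin transfer / Schedule: 3 h, 37 °C / Measured by: DiI fluorescence, bottom read / Measure: cell-associated DiI fluorescence as measure of HDL uptake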
dFosB activator: activators of delta FosB homodimer, primary screen, biochemical, fluorescence polarization, TAMRA-CDK5 oligo, single point | Protein FosB (Mus musculus), P13346 | purified delta FosB; percent of positive-control signal above neutral wells | activation, % at 25 µM | 340,000 compounds, 0.99% hits | AID 493131, 2011;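 active = mean activation above about 17%, with every replicate also reaching it, limit read from the data, passing the limit was not always enough; inconclusive = only one of the two conditions met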;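 also: fluorescence polarization rise as delta FosB binds a TAMRA Cdk5 AP-1 oligo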
Target sequence (P13346 whole entry, looked up): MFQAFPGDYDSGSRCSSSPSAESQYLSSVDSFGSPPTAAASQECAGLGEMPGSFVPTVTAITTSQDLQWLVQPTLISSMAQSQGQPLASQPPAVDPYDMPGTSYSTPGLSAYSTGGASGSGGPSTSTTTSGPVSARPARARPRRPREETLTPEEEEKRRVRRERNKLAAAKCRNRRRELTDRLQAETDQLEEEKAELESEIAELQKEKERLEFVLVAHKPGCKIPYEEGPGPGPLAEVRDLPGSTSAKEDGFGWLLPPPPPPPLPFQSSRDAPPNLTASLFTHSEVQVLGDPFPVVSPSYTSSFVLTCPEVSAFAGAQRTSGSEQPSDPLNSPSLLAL
PvdQ inh: P. aeruginosa PvdQ acylase inhibitors, primary screen, biochemical, fluorescence, plate reader and imaging, single point. PvdQ acylase [Pseudomonas aeruginosa LESB58]. inhibition, % at 10 µM. purified PvdQ acylase. AID 488965, 2010. 340,000 compounds, 0.063% hits; in the data active = inhibition above about 30%, passing the limit was not always enough; inconclusive = no clear call, values can overlap the other calls;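 also: 0% = vehicle neutral wells and 100% = reference inhibitor wells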
SR-BI DiI inh: inhibitors of SR-BI mediated HDL lipid uptake, primary screen, ldlA[mSR-BI] cells, fluorescence, single point; Scavenger receptor class B member 1 (Mus musculus), Q61009; ldlA[mSR-BI] CHO cells, DiI-HDL uptake fluorescence, 3 h; inhibition, % at 12.5 µM; 320,000 compounds, 0.96% hits; AID 488896, 2010;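 active = mean replicate inhibition of at least 70% and a set share of replicates each scoring 70 or more; inconclusive = meets just one of the two criteria; inactive = fails both criteria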;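 also: 0% = median of neutral control wells and 100% = median of positive control wells; values of inactives mirror those of a sister screen read the other way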
CAL PDZ FP-1: untagged CAL PDZ binding inhibitors, primary screen, biochemical, fluorescence polarization, HTS; 300,000 compounds, 0.92% hits; purified CAL PDZ, TMR-peptide fluorescence polarization, 1 h; Golgi-associated PDZ and coiled-coil motif-containing protein (Homo sapiens), Q9HD26; inhibition, % at 24.9 µM; AID 602252, 2012;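 active = mean inhibition of at least 30% with at least half of replicates also reaching 30%; inconclusive = no clear call, values can overlap the other calls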;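 also: 0% = DMSO neutral control and 100% = excess unlabeled competitor peptide PRC23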
CAL PDZ FP-2: CAL PDZ peptide-binding inhibitors, primary screen, biochemical, fluorescence polarization, Cer-tagged CAL PDZ, HTS; Golgi-associated PDZ and coiled-coil motif-containing protein (Homo sapiens), Q9HD26; purified CAL PDZ, TMR-peptide fluorescence polarization, 1 h; AID 504414, 2011; 330,000 compounds, 0.02% hits; inhibition, % at 20 µM;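 active = highest replicate inhibition of at least 40%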;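 also: plate controls were DMSO neutral control wells for no effect and unlabeled competitor peptide control wells for full effect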
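Material: tagged CAL PDZ domain; buffer or medium: 25 mM sodium phosphate pH 7.4, 150 mM NaCl, TCEP, IgG, Thesit; compound dosing: single point, 20 µM; schedule: 1 h incubation at room temperature before polarization reading; measured by: FP readout, S and P plane fluorescence; read-out basis: percent inhibition from loss of millipolarization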
NSD2 HMT inh: NSD2 histone methyltransferase inhibitors, primary screen, biochemical, AlphaScreen, single concentration, set 2; Histone-lysine N-methyltransferase NSD2 (Homo sapiens), O96028; NSD2 peptide methylation, 120 min; inhibition, % at 12.5 µM; 310,000 compounds, 0.54% hits; in the data active = inhibition above about 50%
PfHsp90 set2: growth inhibition of PfHsp90-expressing yeast, primary screen, antimalarial PfHsp90 inhibitor project, S. cerevisiae, BacTiter-Glo luminescence, single point, set 2 | BacTiter-Glo ATP, 48 h; yeast lacking PDR1 and PDR3 efflux regulators | inhibition, % at 9.4 µM | 310,000 compounds, 0.32% hits | AID 504621, 2011;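 active = every replicate shows inhibition above about 80%, whatever the replicate mean, limit read from the data; inconclusive = mean inhibition reaches the set limit but some replicate falls short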;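 also: 0% = DMSO neutral controls and 100% = 20 µM radicicol positive controls; yeast relying on Plasmodium falciparum Hsp90 in place of its own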
* marks the source's active call; other numbers are inactive results; ? = inconclusive; / = not tested or not shown.

item	structure	Rtt109 HAT inh	MITF act	SR-BI DiI-HDL act	dFosB activator	PvdQ inh	SR-BI DiI inh	CAL PDZ FP-1	CAL PDZ FP-2	NSD2 HMT inh	PfHsp90 set2
1	COc1ccc(Cl)cc1-c1nc(SCC(=O)N(C)C2CCS(=O)(=O)C2)n[nH]1 (configuration not stated)	-1	1	-2	-6	-4	2	-1	-0.9	1	2
2	CCCC(CCC)=NNC(=O)CN(Cc1ccccc1)S(=O)(=O)c1ccccc1	-3	3	5	-3	-14	-5	-4	-0.1	3	16
3	Nc1cccc(-c2nc3ccccc3[nH]2)c1	-2	61	3	2	-13	-3	/	-0.4	0	11
4	Cc1ccccc1-c1nc2sc(-c3ccccc3)cc2c(=O)o1	13	-10	18	3	-4	-18	-2	-0.1	-1	11
5	CC(C)C(=O)Nc1cccc(COc2ccc(CN(Cc3ccccc3)C(=O)OC(C)(C)C)cc2)c1	2	-16	-35	-6	3	35	-1	-1.6	/	19
6	CCC(=O)Nc1nnc(S(=O)(=O)N(CC)c2ccc(OC)cc2)s1	-3	-1	14	0	3	-14	-16	-0.8	0	-1
7	COC(=O)c1cccc(NC(=O)NC(=O)c2ccc(Cl)cc2)c1	0	/	3	41*	-16	-3	/	-0.7	-6	-18
8	CC(Sc1ncc(C(F)(F)F)cc1Cl)C(=O)NC(N)=O (configuration not stated)	-3	-8	9	-1	-13	-9	-1	-0.2	-1	-35
9	CC1SC(C)C(=O)N(CC(=O)Nc2ccc3c(c2)OCO3)C1=O (configuration not stated)	-2	20	13	0	-22	-13	0	-0.4	31	-7
10	COC(=O)c1ccc(NC(=O)c2ccccc2)o1	1	46	-10	-9	0	10	-3	0.2	-1	-6
11	COCCCNC(=S)NC1CC2CCC(C1)N2Cc1ccccc1 (configuration not stated)	9	10	18	-1	3	-18	-2	-0.2	-2	-7
12	Cc1ccc(C)c(NC(=O)COC(=O)c2ccc[n+]([O-])c2)c1	6	3	-10	1	28	10	-2	0.0	-1	26
13	CSc1cccc(NC(=S)N2CCCN(Cc3ccccc3F)C2)c1	0	2	/	-4	-14	/	-2	-2.7	0	-29
14	CCc1cccc(CC)c1NC(=O)COC(=O)c1ccccc1-c1nc2ccccc2s1	5	-9	-46	-7	-20	46	-2	-3.1	-1	0
15	O=C(C1CC=CCC1)N1CCN(S(=O)(=O)c2ccc(F)cc2)CC1 (configuration not stated)	19	-8	13	-7	8	-13	0	-2.1	-4	-10

The listing continues:
item	structure	Rtt109 HAT inh	MITF act	SR-BI DiI-HDL act	dFosB activator	PvdQ inh	SR-BI DiI inh	CAL PDZ FP-1	CAL PDZ FP-2	NSD2 HMT inh	PfHsp90 set2
16	CC(NC(=O)C(C)N1C(=O)c2cccc([N+](=O)[O-])c2C1=O)c1ccccc1 (configuration not stated)	0	5	-10	-9	-9	10	3	/	0	11
17	CCC(=O)N=c1n(C)c2ccccc2n1CCOc1ccccc1	-14	1	40	0	-6	-40	-2	-1.9	-2	-9
18	CCN(CC)c1ccc(C=NN2CCCCCC2)cc1	5	75	2	-7	-13	-2	7	0.7	5	/
19	CS(=O)(=O)Nc1ccccc1C(=O)NCCSCc1ccccc1	7	4	9	-8	-9	-9	4	0.0	5	-4
20	COc1ccc(C(=O)NCCc2nnc3ccc(SCC(=O)NCCc4ccc(OC)c(OC)c4)nn23)cc1	9	-11	/	-3	2	-18	/	-0.2	-1	3
21	CCOc1ccc(C(=O)NC(=S)NCc2cccnc2)cc1[N+](=O)[O-]	1	16	-29	-5	-5	29	-4	-3.3	0	26
22	CCC1=C(c2ccc(C)cc2)S(=O)(=O)N=C1N1CCC(C(=O)NCCCN2CCCCC2C)CC1 (configuration not stated)	7	17	-29	-2	-6	29	-2	-1.8	6	18
23	COc1ccc([N+](=O)[O-])cc1NC(=O)C(C)OC(=O)Cn1[nH]c(=O)c2ccccc2c1=O (configuration not stated)	-1	2	-16	-5	-10	16	-3	-2.1	0	6
24	CC1(C)CCCC2=C1CC1C(=O)N(Cc3cccnc3)C(=O)C1C2 (configuration not stated)	-7	/	?	-8	-11	-204	0	0.3	0	-7
25	O=C(NC1CCCCC1)N1CCNCC1	4	/	-10	-5	-16	10	0	1.0	3	-11
26	O=C(Nc1ccc2ccccc2c1)N1CCN(c2ncccc2C(F)(F)F)CC1	-6	-7	-10	0	-10	10	-1	-0.7	2	-5
27	CC(Oc1ccccc1)C(=O)N=C1SC2CS(=O)(=O)CC2N1c1ccc(F)cc1 (configuration not stated)	13	3	7	-7	-5	-7	0	-2.7	7	-2
28	CNc1oc(-c2ccccc2)nc1S(=O)(=O)c1ccc(C)cc1	0	-5	9	-14	-6	-9	-2	-1.4	-1	-9
29	Cn1cc(/C=N\O)nc2c(=O)n(-c3ccccc3)c(=O)nc1-2	-49	3	3	3	-2	-3	-6	-1.1	8	1
30	Clc1ccc(Cl)c(-c2ccc(/C=N/c3ncn[nH]3)o2)c1	-10	7	2	-11	13	-2	/	-3.1	/	/

More results.
item	structure	Rtt109 HAT inh	MITF act	SR-BI DiI-HDL act	dFosB activator	PvdQ inh	SR-BI DiI inh	CAL PDZ FP-1	CAL PDZ FP-2	NSD2 HMT inh	PfHsp90 set2
31	Cc1cc(C)n2nc(SCCOc3ccccc3)nc2n1	1	18	18	-4	-19	-18	2	-0.3	-3	-16
32	CC(C)CC(=O)N1CCN(C(=O)c2ccc(F)cc2)CC1	-2	/	14	2	-9	-14	14	-0.4	-1	-15
33	Cc1cccc(NC(=O)c2cnc3scc(C)n3c2=O)c1	0	/	4	-11	0	-3	/	-2.1	/	-2
34	CC[C@@]1(C(=O)OC)N[C@H](CN(C)C(=O)c2ccccc2)[C@@H]2C(=O)N(C)C(=O)[C@@H]21	-10	3	-4	0	-2	4	-1	-0.2	/	9
35	O=C1c2ccccc2NC(c2ccccc2O)N1c1ccc(F)cc1 (configuration not stated)	2	77	-8	-6	-16	8	-3	/	-2	-28
36	Cc1ccc(CNC(=O)CN(C(=O)C2(C)CC(=O)N=C3C=CC=CN32)c2ccc(F)cc2)cc1 (configuration not stated)	-2	12	-3	-2	-15	3	-3	-2.4	-4	-8
37	O=Cc1sc(Nc2ccccc2)nc1Cl	-4	4	0	11	18	0	-2	0.6	-1	-2
38	CCC(C)Nc1nc2ccccc2n2c(C)nnc12 (configuration not stated)	2	-19	19	-5	-5	-19	-3	-0.6	-2	-31
39	CC1(C(=O)OCC(=O)Nc2ncc(Cl)cc2Cl)CC1(Cl)Cl (configuration not stated)	20	2	-23	-1	4	23	-3	-2.8	2	/
40	Cc1nc2ccccc2n1CC(O)COC1CCCCC1 (configuration not stated)	-8	-4	18	0	-4	-18	/	-0.5	-2	/
41	O=C(Nc1ccccc1N1CCN(C(=O)c2ccc(Cl)cc2)CC1)c1ccc(Br)cc1	0	/	/	-1	-10	/	-2	-3.0	-3	-33
42	Nc1ccccc1-c1ccc(Cl)cc1	3	22	10	-1	-13	-10	-6	-1.1	-1	-17
43	COc1ccc(-n2nc(C(=O)NCC(=O)N3CCCC3)c3ccccc3c2=O)cc1Cl	-3	/	/	-14	-8	/	-4	-2.8	0	-5
44	O=C(NCc1ccco1)c1cccc(Nc2nc3ccc(Br)cc3[nH]2)c1	3	11	-18	13	0	18	3	1.1	/	-11
45	CCOC(=O)N1c2ccccc2Sc2ccccc21	-5	-7	10	-2	2	-10	-5	-1.4	-4	/

An excerpt from above in order of the dFosB activator value, falling:
nr	SMILES	dFosB activator
32	CC(C)CC(=O)N1CCN(C(=O)c2ccc(F)cc2)CC1	2
40	Cc1nc2ccccc2n1CC(O)COC1CCCCC1 (configuration not stated)	0
31	Cc1cc(C)n2nc(SCCOc3ccccc3)nc2n1	-4

Down the list, quoted from above.
SR-BI DiI inh for entries 33 to 38 → -3, 4, 8, 3, 0, -19
dFosB activator for entries 33 to 38 → -11, 0, -6, -2, 11, -5
Rtt109 HAT inh for entries 33 to 38 → 0, -10, 2, -2, -4, 2

The main list resumes; the four compounds before the break are reprinted first.
item	structure	Rtt109 HAT inh	MITF act	SR-BI DiI-HDL act	dFosB activator	PvdQ inh	SR-BI DiI inh	CAL PDZ FP-1	CAL PDZ FP-2	NSD2 HMT inh	PfHsp90 set2
42	Nc1ccccc1-c1ccc(Cl)cc1	3	22	10	-1	-13	-10	-6	-1.1	-1	-17
43	COc1ccc(-n2nc(C(=O)NCC(=O)N3CCCC3)c3ccccc3c2=O)cc1Cl	-3	/	/	-14	-8	/	-4	-2.8	0	-5
44	O=C(NCc1ccco1)c1cccc(Nc2nc3ccc(Br)cc3[nH]2)c1	3	11	-18	13	0	18	3	1.1	/	-11
45	CCOC(=O)N1c2ccccc2Sc2ccccc21	-5	-7	10	-2	2	-10	-5	-1.4	-4	/
46	Cc1ccc(C)c(NC(=O)CCCCCCCCCCC2COCCO2)c1 (configuration not stated)	-10	-8	11	-6	20	-11	-2	-1.5	1	-18
47	Cn1c(=O)[nH]c(=O)c2c1nc(N1CCOCC1)n2CC(O)COc1ccccc1 (configuration not stated)	-13	-4	0	1	-5	0	-4	0.9	-1	-7
48	Cc1ccc(/C(N)=N/OC(=O)c2ccc(F)cc2)cc1	-2	56	-11	0	-12	11	/	-0.5	-4	14
49	O=S1(=O)CCC(NC(=S)N2CCCCCC2)C1 (configuration not stated)	3	-11	31	2	-6	-31	4	0.3	-2	9
